BAZ2B inh – qHTS Assay for Inhibitors of BAZ2B; Potency, µM (doses to about 114 µM), for inactives: at the top dose activity change, negative = inhibition, usual class: inhibitors; AID 504333, 2011; actives 4.4% (n = 360,000); AlphaScreen BAZ2B-H3K14Ac peptide displacement; note: % is set by controls: 0 for no effect and ±100 for the full control effect; nearly all actives have a fitted effect of over 60% in size
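BAZ2B (50 nM) with biotin-H3(5-23)K14Ac peptide (50 nM) in PBS pH 7.4, 0.01% Tween-20, preformed 30 min, then compound 30 min at room temperature; top concentration 110uM. AlphaScreen streptavidin donor/nickel chelate acceptor beads (10 ug/mL final), 20 min dark, signal read.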
GLS inhibitor – qHTS for Inhibitors of Glutaminase (GLS); actives 0.21% (n = 410,000); Potency, µM (top dose mostly 45.5 µM), inactives show top-dose activity change, negative = inhibition, hits mostly inhibitors; GLS enzymatic activity, qHTS titration; Glutaminase kidney isoform, mitochondrial (Homo sapiens), O94925; AID 624170, 2012; note: % is set by controls: 0 for no effect and ±100 for the full control effect
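Assay buffer: 45 mM KH2PO4 pH 8.2, 0.02% Tween-20. hKGA acts on L-glutamine (1 mM solution added); product glutamate is reported by an oxidase/peroxidase Amplex Red coupling, with fluorescence taken at baseline and 30 min.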
G9a block – qHTS Assay for Inhibitors of Histone Lysine Methyltransferase G9a; Histone-lysine N-methyltransferase EHMT2 (Homo sapiens), Q96KQ7; G9a H3K9 monomethylation, AlphaScreen, 2 h; Potency, µM (highest dose often 102 µM), without a hit: top-dose activity, negative = inhibition, most hits filed as inhibitors; actives 8.8% (n = 350,000); AID 504332, 2011; note: % is set by controls: 0 for no effect and ±100 for the full control effect; nearly all actives have a fitted effect of over 75% in size
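Step 1: enzyme (final 20 nM) with compound, 15 min RT. Step 2: substrate peptide 500 nM and SAM 20 uM, 2 h RT. Step 3: anti-H3K9me1 antibody and AlphaScreen beads, 10 min, then plate read.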
BLM helicase inh – qHTS Assay for Inhibitors of Bloom's syndrome helicase (BLM). RecQ-like DNA helicase BLM (Homo sapiens), P54132. actives 0.2% (n = 350,000). Potency, µM (highest dose often 56.1 µM), without a hit: top-dose activity change, negative = inhibition, hits mostly inhibitors. recombinant BLM DNA unwinding, fluorescence dequenching;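 note: plate controls were vehicle for no effect and no enzyme for full effect; nearly all actives have a fitted effect of over 35% in size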
Target sequence (P54132 whole entry, looked up): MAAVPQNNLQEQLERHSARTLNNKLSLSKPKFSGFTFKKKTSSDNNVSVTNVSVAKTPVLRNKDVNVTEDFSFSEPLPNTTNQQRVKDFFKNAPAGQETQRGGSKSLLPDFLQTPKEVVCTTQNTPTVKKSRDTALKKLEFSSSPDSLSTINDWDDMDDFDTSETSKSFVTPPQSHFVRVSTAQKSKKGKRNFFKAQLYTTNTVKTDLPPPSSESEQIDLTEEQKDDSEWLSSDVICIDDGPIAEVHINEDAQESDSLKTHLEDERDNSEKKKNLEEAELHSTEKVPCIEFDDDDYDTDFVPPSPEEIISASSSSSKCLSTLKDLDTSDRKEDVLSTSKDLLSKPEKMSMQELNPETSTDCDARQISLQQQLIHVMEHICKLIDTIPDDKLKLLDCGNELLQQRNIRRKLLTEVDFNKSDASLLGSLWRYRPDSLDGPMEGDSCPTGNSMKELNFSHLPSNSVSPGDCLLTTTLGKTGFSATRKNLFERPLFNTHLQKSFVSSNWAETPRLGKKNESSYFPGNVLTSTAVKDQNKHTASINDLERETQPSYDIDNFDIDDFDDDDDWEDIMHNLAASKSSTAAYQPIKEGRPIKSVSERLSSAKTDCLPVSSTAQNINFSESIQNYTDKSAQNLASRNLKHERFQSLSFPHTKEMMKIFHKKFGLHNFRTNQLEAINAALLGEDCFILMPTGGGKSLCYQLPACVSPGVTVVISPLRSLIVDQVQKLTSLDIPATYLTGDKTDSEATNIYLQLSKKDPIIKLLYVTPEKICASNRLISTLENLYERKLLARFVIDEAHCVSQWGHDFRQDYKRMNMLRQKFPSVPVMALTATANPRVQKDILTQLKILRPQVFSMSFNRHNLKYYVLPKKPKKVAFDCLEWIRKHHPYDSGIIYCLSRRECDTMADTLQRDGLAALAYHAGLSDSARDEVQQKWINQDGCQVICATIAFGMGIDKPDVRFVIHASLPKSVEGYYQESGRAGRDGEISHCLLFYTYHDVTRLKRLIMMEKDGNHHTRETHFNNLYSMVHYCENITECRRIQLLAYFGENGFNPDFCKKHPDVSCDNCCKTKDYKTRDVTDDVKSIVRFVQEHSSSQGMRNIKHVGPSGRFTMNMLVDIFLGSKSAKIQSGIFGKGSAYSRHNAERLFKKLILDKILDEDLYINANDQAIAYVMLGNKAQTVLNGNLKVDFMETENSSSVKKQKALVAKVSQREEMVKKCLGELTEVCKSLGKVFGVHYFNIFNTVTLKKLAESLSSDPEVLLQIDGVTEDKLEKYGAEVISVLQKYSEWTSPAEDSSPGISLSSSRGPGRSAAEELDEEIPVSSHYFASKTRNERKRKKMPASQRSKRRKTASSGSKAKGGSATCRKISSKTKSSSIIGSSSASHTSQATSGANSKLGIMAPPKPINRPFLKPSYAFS
POLI inh – qHTS for Inhibitors of Polymerase Iota; DNA polymerase iota (Homo sapiens), Q9UNA4; Pol iota fluorescent replication assay, 10 min; Potency, µM (titrated, usually from 115 µM), inactives show at the top dose activity, negative = inhibition, hits mostly inhibitors; actives 1% (n = 390,000)
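Fluorescent replication assay read twice, at 0 min and 10 min after adding 50 nM (final) substrate. Enzyme (10 nM) and compounds were first incubated 15 min at room temperature; enzyme-free buffer wells were negative controls.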
Pin1 inhibitor – qHTS Assay to Find Inhibitors of Pin1 | Pin1 FP peptide displacement, HiFluor488, 10 min | Potency, µM (highest dose often 115 µM), inactives show top-dose activity, negative = inhibition, most hits filed as inhibitors | actives 0.009% (n = 390,000) | AID 504891, 2011; active = well fitted inhibition curve with a large enough effect in the polarisation, with a control signal flat, not every such curve was filed as active; inconclusive = small, poorly fitted or top-dose-only effect, or effect the other way, or a change in a side signal; inactive = no such curve, though single readings can be large or run the other way; the % refers to the polarisation; note: % is set by controls: 0 for no effect and ±100 for the full control effect
Tb PGK inh – qHTS Assay to Find Inhibitors of Phosphoglycerate Kinase. PGK/GAPDH coupled, Kinase-Glo luminescence, 60 min. Potency, µM (doses to about 57.5 µM), inactives show top-dose activity change, negative = inhibition, hits mostly inhibitors. actives 0.043% (n = 380,000). AID 602233, 2012; note: % is set by controls: 0 for no effect and ±100 for the full control effect; nearly all actives have a fitted effect of over 60% in size
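Recombinant glycosomal PGK reaction used 1,3-bisphosphoglycerate generated in-well by GAPDH (100nM final) in 100mM TEA pH 7.6, 5mM MgCl2, 0.01% Tween-20. After 60 minutes at room temperature, ATP was read by Kinase-Glo Plus luminescence end-point.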
JMJD2A Tudor – qHTS Assay for Inhibitors of JMJD2A-Tudor Domain; Lysine-specific demethylase 4A (Homo sapiens), O75164; Potency, µM (titrated, usually from 114 µM), inactives show at the highest dose activity change, negative = inhibition, actives largely listed as inhibitors; AID 504339, 2011; AlphaScreen JMJD2A-Tudor / H3K4me3 peptide binding; actives 4.4% (n = 390,000); note: % is set by controls: 0 for no effect and ±100 for the full control effect; nearly all actives have a fitted effect of over 50% in size
HP1b binding inh – HTS for Inhibitors of HP1-beta Chromodomain Interactions with Methylated Histone Tails; Potency, µM (top dose mostly 114 µM), for inactives: at the highest dose activity change, negative = inhibition, most hits filed as inhibitors; AlphaScreen HP1-beta / biotin-H3K9me3 peptide binding; actives 0.56% (n = 390,000); note: nearly all actives have a fitted effect of over 70% in size; inactives centre near 23
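AlphaScreen: HP1-beta (50 nM) preformed 30 min with biotin-H3(1-18)K9me3 peptide (50 nM) in PBS pH 7.4, 0.01% Tween-20. Compound added for 30 min at RT, then streptavidin donor/nickel chelate acceptor beads (10 ug/mL) for 30 min.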
Active calls of the source: *; i = inactive; ? = inconclusive; nt = no result given; & = joins results of further samples; [ ] = dose if it differs, or a comment. Unless noted, calls come from the whole dose curve; as a rule, active = well fitted curve in the direction sought with a large enough effect; inconclusive = small, poorly fitted or top-dose-only effect, or another doubt; inactive = no such curve, though single readings can be large; an effect the other way counts as inactive or inconclusive. Potency is the fitted concentration of half-maximal effect. These rows are one share of the data; the hit share may differ from the screen's.

BLM helicase inh,JMJD2A Tudor,GLS inhibitor,Tb PGK inh,G9a block,POLI inh,Pin1 inhibitor,BAZ2B inh,Structure,HP1b binding inh
2%,-11%,3%,-4%,1%[59 µM],14%,-7%,1%,Cc1nc2c(C(=O)O)cnn2c(C)c1Cc1ccccc1,37%
-3%,45µM*,-9%&-2%,-2%&-5%,?,22%&-27%,5%&0%,28µM*,C=CCN=c1scc(-c2ccccc2)n1/N=C/c1ccccn1,28µM*
-1%&3%,10%&-5%,-15%&1%,-3%&-5%,17%,16%&32%,-8%&2%,-1%&3%,CCNC(=O)CC1C(=O)N(c2ccc(C)cc2)C(=O)N1CCOC (stereo unspecified),21%&18%
nt,-22%,12%,-2%,nt,1%,1%,nt,Cc1ccc(Cn2c(C)c3cnn(CC(=O)NCCN4CCOCC4)c(=O)c3c2C)cc1,17%
-3%,-28%,9%,-6%,nt,276%[activator],3%,24%,O=C(NCc1ccc(Cl)cc1)c1cc2ccccc2oc1=O,3%
-4%,-13%,7%,-2%,12%[59 µM],5%,-1%,7%,Cc1ccc(-c2nc(C#N)c(NCCc3ccccn3)o2)cc1,14%
2%,-7%,21%,-9%,44%[activator][59 µM],4%,7%,39%[activator],Cc1cccc(Nc2nnc(-n3nc(C)cc3C)c3ccccc23)c1,68%[activator]
-3%,-10%,0%,-2%,-8%,73%[activator],1%,-12%,COc1ccc(S(=O)(=O)N2C(=O)/C(=C3\SC(N)=NC3=O)c3ccccc32)cc1,23%
-1%,3%,-8%,i,0%[59 µM],?,9%,-5%,Cc1ccc(CNC(=O)Cn2c3ncccc3c(=O)n2-c2ccc(C)cc2)cc1,20%
nt,-21%,0%,i,5%[12.7 µM],34%[activator],?,-2%,O=C(NC(Cc1ccccc1)C(=O)N1CCN(S(=O)(=O)c2ccccc2F)CC1)c1ccccc1 (stereo unspecified),18%[57 µM]
-2%,-4%,-1%,-9%,13%[12.7 µM],-10%,3%,24%,O=C(O)C1CC(=O)N(Cc2cccs2)C1 (stereo unspecified),24%
nt,-11%,3%,0%,nt,-3%,2%,nt,O=C(Nc1ccc(Cl)c(S(=O)(=O)N2CCOCC2)c1)C1CCCC1,28%
-2%,-25%,23%,-1%,?,?,-2%,-26%,COc1ccccc1N1CCN(CCC(=O)Nc2cccc(Cl)c2)CC1,3%
-2%,-14%,3%,-8%,nt,-4%,-5%,3%,COc1ccccc1NC(=O)C1CCCN(S(=O)(=O)c2ccccc2)C1 (stereo unspecified),6%
5%,-3%,9%,0%,22%,4%,1%,9%,CS(=O)(=O)N1CCC(C(=O)Nc2cccc(Cl)c2Cl)CC1,21%
nt,-20%,3%,-6%,?,-13%,26%,6%,COc1ccc(/C=C/C(=O)Nc2ccc(S(=O)(=O)N3CCOCC3)cc2)c(OC)c1,36%
0%,-11%,-1%,-4%,0%[59 µM],1%,4%,8%,CC(=O)Nc1ccc(OC(=O)C(CCS(C)(=O)=O)N2C(=O)c3ccccc3C2=O)cc1 (stereo unspecified),17%
-1%,-8%,3%,1%,nt,9%,-1%,0%,CCOCc1nnc(NC(C)=O)s1,15%
2%,-10%,2%,-6%,6%[59 µM],8%,-3%,-9%,COC(=O)c1c(NC(=O)c2cc(=O)c3ccc(C)c(C)c3o2)sc2c1CCCC2,43%[activator]
4%,-5%,1%,8%,40µM*,18%,-6%,9%,COc1ccccc1NC(=O)N(C1CCCC1)C1CCN(C(C)=O)CC1,24%
1%,-6%[57.1 µM],-4%,4%,9%[59 µM],2%,0%,1%,Cc1cccc2cc(CN(Cc3ccc(F)cc3)C(=O)C(F)(F)F)c3nnnn3c12,62%[activator]
-7%,28µM*,2%,1%,?,?,4%,79µM*,Cc1nc(-c2ccccc2)cn(O)c1=O,6%
1%,-2%,-4%,0%,?,33%[activator],-5%,2%,COCCCNc1nc(-c2ccncc2)nc2ccccc12,45%[activator]
4%,-13%,-7%,-4%,4%[12.7 µM],?,3%,-1%,COc1ccc(CCNC(=O)C2CC3Cn4c(nc5cc(C)c(C)cc54)C3N2C)cc1 (stereo unspecified),35%
-4%,-32%,44%[activator],i,50µM*,?,-6%,-29%,CC(=O)O/N=C1\C(=O)N(Cc2ccc(C)cc2)c2ccccc21,1%
nt,2%,-2%,-7%,?,-15%,2%,5%,Cc1ccc(NC(=O)C(C)Sc2nnc(C3CC3)n2C2CC2)cc1S(=O)(=O)N1CCOCC1 (stereo unspecified),39%
-5%,4%[57.1 µM],-10%,-9%,9%,210%[activator],0%,-16%,Cn1c(N)c(C(=O)COC(=O)C(Cc2ccccc2)NC(=O)c2ccccc2)c(=O)n(C)c1=O (stereo unspecified),35%
2%,-10%,5%,5%,nt,8%,0%,13%,COC(=O)/C(=C\c1c[nH]c2ccccc12)NC(C)=O,19%
-3%,-3%[57.1 µM],2%,i,16%[59 µM],20%,27%,-4%,Cc1c(C(=O)OCC(=O)c2c(N)n(CC(C)C)c(=O)n(C)c2=O)oc2ccccc12,9%
2%,-16%,-7%,10%,4%[59 µM],5%,15%,1%,CCOc1ccc(NC(=O)C(=O)NCCc2csc3nc(-c4ccccc4F)nn23)cc1,27%[57 µM]

Two entries from above, with values under each structure.
Every second line gives: BLM helicase inh	JMJD2A Tudor	GLS inhibitor	Tb PGK inh	G9a block	POLI inh	Pin1 inhibitor	BAZ2B inh	HP1b binding inh
Cc1c(C(=O)OCC(=O)c2c(N)n(CC(C)C)c(=O)n(C)c2=O)oc2ccccc12
  -3%	-3%[57.1 µM]	2%	i	16%[59 µM]	20%	27%	-4%	9%
CCOc1ccc(NC(=O)C(=O)NCCc2csc3nc(-c4ccccc4F)nn23)cc1
  2%	-16%	-7%	10%	4%[59 µM]	5%	15%	1%	27%[57 µM]

Fetched by compound from the list above (seven):
BLM helicase inh,JMJD2A Tudor,GLS inhibitor,Tb PGK inh,G9a block,POLI inh,Pin1 inhibitor,BAZ2B inh,Structure,HP1b binding inh
1%,-2%,-4%,0%,?,33%[activator],-5%,2%,COCCCNc1nc(-c2ccncc2)nc2ccccc12,45%[activator]
-2%,-25%,23%,-1%,?,?,-2%,-26%,COc1ccccc1N1CCN(CCC(=O)Nc2cccc(Cl)c2)CC1,3%
-2%,-4%,-1%,-9%,13%[12.7 µM],-10%,3%,24%,O=C(O)C1CC(=O)N(Cc2cccs2)C1 (stereo unspecified),24%
-1%,3%,-8%,i,0%[59 µM],?,9%,-5%,Cc1ccc(CNC(=O)Cn2c3ncccc3c(=O)n2-c2ccc(C)cc2)cc1,20%
-2%,-14%,3%,-8%,nt,-4%,-5%,3%,COc1ccccc1NC(=O)C1CCCN(S(=O)(=O)c2ccccc2)C1 (stereo unspecified),6%
2%,-10%,5%,5%,nt,8%,0%,13%,COC(=O)/C(=C\c1c[nH]c2ccccc12)NC(C)=O,19%
nt,-11%,3%,0%,nt,-3%,2%,nt,O=C(Nc1ccc(Cl)c(S(=O)(=O)N2CCOCC2)c1)C1CCCC1,28%

(continued)
BLM helicase inh,JMJD2A Tudor,GLS inhibitor,Tb PGK inh,G9a block,POLI inh,Pin1 inhibitor,BAZ2B inh,Structure,HP1b binding inh
1%,-3%,5%,9%,6%[59 µM],7%,?,6%,Cc1cc(C)c(NS(=O)(=O)c2cc(-c3onc(C)c3C)ccc2C)c(C)c1,37%
4%,-24%,-12%,-5%,15%,60%[activator],-3%,-27%,CCCOC(=O)c1ccc(NC(=O)c2nc3nc(C)cc(C)n3n2)cc1,25%
0%,9%,0%,0%,-5%[59 µM],10%,-5%,-18%,CC1(C)CC(C#N)(N2CCOCC2)CCO1 (stereo unspecified),37%
-6%,-6%,-2%,nt,6%[0.501 µM],28%,-1%,?,CC(C)(C)c1ccc(/C=C/C(=O)N2CCc3ccccc3C2)cc1,16%
-8%,-1%,2%,-5%,14%,64%[activator],1%,-15%,Cc1c(O[C@@H]2O[C@H](CO)[C@@H](O)[C@H](O)[C@H]2O)ccc2c1oc(=O)c1ccccc12,13%
-2%,-27%,10%,nt,-6%[59 µM],5%,7%,-3%,COc1ccc(C(=O)/C=C/Nc2ccc(C)cn2)cc1OC,16%
nt,-23%,4%,-8%,nt,31%[activator],43%[activator],nt,COc1ccc2oc(C(=O)N3CCN(S(=O)(=O)c4c(C)c(C)cc(C)c4C)CC3)c(C)c2c1,38%
1%,-22%,-1%,3%,14%[59 µM],-4%,4%,-2%,O=C(NCCS(=O)(=O)N1CCN(c2ccccc2F)CC1)c1ccccc1C(F)(F)F,18%[57 µM]
3%,1%,0%,i,0%,19%,-6%,6%,COc1ccc(NC(=O)CCCSc2ccccc2)cc1,45%[activator]
-3%,?,2%,2%,-38%,-18%,55%[activator],-1%,O=C(COC(=O)C1CC(=O)N(C2CCCCC2)C1)c1ccc(F)cc1 (stereo unspecified),36%
-10%,35µM*,2%,nt,8.9µM*,11%,-2%,35µM*,N#CCCN1CCN(C(=S)c2ccc(-c3cccc(Cl)c3)o2)CC1,?
-5%,48%[activator],-10%,i,13%[59 µM],-4%,-2%,36%,Cn1c(Sc2ccc(Cl)cc2)c(C=O)c2ccccc21,90%[activator]
-10%,1%,-25%,2%,nt,-11%[58.9 µM],-1%,24%,CC(=O)NNS(=O)(=O)c1ccc(-c2cc(C(F)(F)F)n(C)n2)s1,10%
